MBNL1 CUG block – MBNL1-poly(CUG) RNA binding inhibition. 280,000 compounds, 0.036% hits. AID 2675. Potency, µM (doses to about 57.5 µM), without a hit: top-dose activity change, negative = inhibition, most hits filed as inhibitors. Q9NR56. TR-FRET MBNL1-His/biotin-(CUG)12 binding, 665/545 ratio; active = well fitted inhibition curve with a large enough effect in the signal ratio, with a control signal flat, not every such curve was filed as active; inconclusive = small, poorly fitted or top-dose-only effect, or effect the other way, or a change in a side signal; inactive = no such curve, though single readings can be large or run the other way; the % refers to the signal ratio; note: potency is the fitted concentration of half-maximal effect; % is set by controls: 0 for no effect and ±100 for the full control effect
Target sequence (Q9NR56 whole entry, looked up): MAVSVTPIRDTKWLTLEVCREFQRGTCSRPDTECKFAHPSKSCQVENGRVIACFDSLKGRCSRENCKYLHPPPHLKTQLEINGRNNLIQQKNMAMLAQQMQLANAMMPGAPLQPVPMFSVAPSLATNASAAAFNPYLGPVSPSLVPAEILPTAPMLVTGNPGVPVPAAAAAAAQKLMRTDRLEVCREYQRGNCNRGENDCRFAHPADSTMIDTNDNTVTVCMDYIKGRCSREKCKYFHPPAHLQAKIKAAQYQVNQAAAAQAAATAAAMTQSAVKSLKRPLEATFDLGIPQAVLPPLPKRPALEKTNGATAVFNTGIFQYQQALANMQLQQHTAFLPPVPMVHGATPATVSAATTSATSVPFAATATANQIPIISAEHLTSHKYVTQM
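Ratiometric TR-FRET (665 over 545 nm, excitation 340 nm) tracks disruption of MBNL1-His/biotin-(CUG)12 complex after 60 min at room temperature, with compounds at 92 nM to 58 uM final.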
ASM inhibitor – inhibitors of human secretory acid sphingomyelinase. placental ASM, HMU-PC fluorogenic substrate, 60 min. Potency, µM (series often up to 57.5 µM), inactives show at the highest dose activity change, negative = inhibition, most hits filed as inhibitors. 340,000 compounds, 0.006% hits. P17405; note: potency is the fitted concentration of half-maximal effect
Target sequence (P17405 47-631 limits assumed): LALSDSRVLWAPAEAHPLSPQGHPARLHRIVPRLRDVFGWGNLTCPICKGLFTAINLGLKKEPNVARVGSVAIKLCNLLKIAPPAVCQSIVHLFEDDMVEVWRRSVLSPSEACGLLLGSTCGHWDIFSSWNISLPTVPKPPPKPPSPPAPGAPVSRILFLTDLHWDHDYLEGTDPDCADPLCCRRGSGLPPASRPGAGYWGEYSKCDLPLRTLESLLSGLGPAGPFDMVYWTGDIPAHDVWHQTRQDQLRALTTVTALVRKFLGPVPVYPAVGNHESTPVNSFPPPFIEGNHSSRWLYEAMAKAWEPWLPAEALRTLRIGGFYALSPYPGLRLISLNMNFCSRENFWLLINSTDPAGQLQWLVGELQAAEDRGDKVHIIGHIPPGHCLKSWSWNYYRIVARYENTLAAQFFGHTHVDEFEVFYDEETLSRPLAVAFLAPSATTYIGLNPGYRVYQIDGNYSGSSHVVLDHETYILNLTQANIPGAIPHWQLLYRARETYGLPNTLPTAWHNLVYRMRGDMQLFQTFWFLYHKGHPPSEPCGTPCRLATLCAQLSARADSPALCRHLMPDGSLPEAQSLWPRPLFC
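Human placenta-derived ASM preincubated with compound 10 min at room temperature, then reacted with 9 uM (final) fluorogenic HMU-PC substrate for 60 min at 37 C. Stop solution raises pH to 10; fluorescence read at Ex 386/Em 447 nm.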
PKM2 act – activators of human pyruvate kinase M2 | Potency, µM (titrated, usually from 57.5 µM), for the others: top-dose activation, actives largely listed as activators | purified PKM2, Kinase-Glo ATP luminescence, activation; response scale: 0% is enzyme alone, no compound | P14618 | 260,000 compounds, 0.34% hits | AID 1631; note: potency is the fitted concentration of half-maximal effect; % is set by controls: 0 for no effect and ±100 for the full control effect; nearly all actives have a fitted effect of over 55% in size
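ATP formation by purified human PK-M2, quantified via coupled luciferase luminescence after 1 h at room temperature with 0.1 mM ADP and 0.5 mM PEP final.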
TSHR antagonist – antagonists of human thyroid stimulating hormone receptor; TSHR-expressing cells, TSH-stimulated cAMP HTRF, 2 h; active compounds read low; activity change, negative = inhibition, % at 11.5 µM; 330,000 compounds, 0.2% hits;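 active = activity change below a set negative limit, meaning inhibition stronger than a set level, cut at about -70% in these data; inconclusive = activity change between two set negative limits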; note: % is set by controls: 0 for no effect and ±100 for the full control effect
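Antagonism was scored as loss of TSH-driven cAMP in TSHR cells, stimulated with 4nM TSH (EC80) for 2 hours at 37 deg C and detected by homogeneous HTRF competition immunoassay.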
Menin-MLL TR inh – displaces Texas Red mutant MLL peptide from human menin | O00255 | Menin + Texas Red MLL mutant peptide, fluorescence polarization | Potency, µM (highest dose often 61.6 µM), for inactives: at the highest dose FP activity change, negative = inhibition, usual class: inhibitors | 270,000 compounds, 0.23% hits | AID 1768; active = well fitted inhibition curve with a large enough effect in the polarisation, with a control signal flat, not every such curve was filed as active; inconclusive = small, poorly fitted or top-dose-only effect, or effect the other way, or a change in a side signal; inactive = no such curve, though single readings can be large or run the other way; the % refers to the polarisation; note: potency is the fitted concentration of half-maximal effect; % of control where 0% means no effect; many of its hits are not listed in these tables
Chronic BCR inh – inhibitors of chronic active B-cell receptor signaling; Potency, µM (doses to about 46.1 µM), for the others: at the highest dose ratio change, negative = lower green/red ratio, usual class: inhibitors; ABC-DLBCL IkBa-CBG/CBR reporter, luminescence ratio, 4 h; 340,000 compounds, 0.05% hits; active = well fitted inhibition curve with a large enough effect in the signal ratio, with a control signal flat, not every such curve was filed as active; inconclusive = small, poorly fitted or top-dose-only effect, or effect the other way, or a change in a side signal; the % refers to the signal ratio;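 note: potency is the fitted concentration of half-maximal effect; plate controls were basal doxycycline-induced cells for no effect and cells given 10 µM MG132 for full effect; MG132 reads +100%, hits lower the ratio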
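Cell line TMD8 (human ABC DLBCL), stably expressing tet-inducible CBG68-IkBa fusion and CBR; IMDM/0.5% FBS; cpd up to 46 uM; dox induction, 4 h, 37C/5% CO2; dual luminescence; green/red ratio; MG132 control.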
GALK inhibitor – galactokinase (human) inhibition; Purified GALK, Kinase-Glo residual ATP luminescence; P51570; Potency, µM (top dose mostly 57.5 µM), without a hit: at the highest dose activity change, negative = inhibition, most hits filed as inhibitors; 270,000 compounds, 0.007% hits; note: potency is the fitted concentration of half-maximal effect; % is set by controls: 0 for no effect and ±100 for the full control effect
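Human GALK (5 nM) with 35 uM ATP and 100 uM galactose in 20 mM HEPES pH 8.0, 5 mM MgCl2, 60 mM NaCl, 1 mM DTT, 0.01% BSA. After 1 h at room temperature, leftover ATP was read by Kinase-Glo Plus luminescence.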
USP2a block – inhibitors of human ubiquitin-specific protease USP2a; Potency, µM (top dose mostly 38.3 µM), for inactives: at the highest dose activity change, negative = inhibition, hits mostly inhibitors; AID 463254; 330,000 compounds, 0.01% hits; O75604; USP2 core, Ub-CHOP2 coupled fluorogenic reporter, 485/531;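 note: potency is the fitted concentration of half-maximal effect; plate controls were DMSO wells for no effect and full inhibition by NEM control for full effect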
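Cell-free coupled assay: 10nM USP2 core preincubated 30min RT with compound in Tris-HCl pH 8.0/CaCl2/CHAPS buffer, then 25nM Ub-CHOP2 and 25nM reporter substrate; fluorescence (Ex 485/Em 531) read after 60min RT, normalized to NEM inhibition, concentration-response curves fitted.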
KCNH2 WT inh – KCNH2 (human, wildtype) channel inhibition; Q12809; U2OS, BacMam KCNH2, thallium flux FluxOr; active compounds read low; activity change, % at 1.84 µM; 340,000 compounds, 0.37% hits; AID 720551;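 active = maximum activity change below -70%; inconclusive = maximum activity change between -70% and -50%; inactive = maximum activity change above -50%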; note: % is set by controls: 0 for no effect and ±100 for the full control effect
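U2OS cells transduced with wild-type KCNH2 virus are loaded with FluxOr dye for 45 min, and thallium flux is measured in kinetic reads before and after stimulation buffer. Rate constants are normalized to DMSO controls.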
Eya2 phos inh – blocks the phosphatase activity of human Eya2; O00167; recombinant Eya2, OMFP fluorescence dephosphorylation (OMFP is methylfluorescein phosphate); Potency, µM (doses to about 76.9 µM), for inactives: top-dose activity, negative = inhibition, actives largely listed as inhibitors; 330,000 compounds, 0.006% hits; AID 488837; note: potency is the fitted concentration of half-maximal effect; % is set by controls: 0 for no effect and ±100 for the full control effect
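Eya2 (0.2 uM) preincubated 10 min at ambient with compound, then OMFP substrate added at 50 uM; 10 min reaction in 50 mM HEPES pH 7.5, 50 mM NaCl, 5 uM MgCl2, 0.05% BSA, 1 mM DTT. Fluorescence read at Ex 485/Em 525 nm.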
Mito fusion act – inhibitors of mitochondrial division or activators of mitochondrial fusion; S. cerevisiae fusion-defective mutant growth rescue, CellTiterGlo 48 h; Potency, µM (series often up to 46.1 µM), for the others: at the top dose growth rescue (activation), actives largely listed as activators; 320,000 compounds, 0.23% hits;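 note: potency is the fitted concentration of half-maximal effect; % of control where 0% means no effect; nearly all actives have a fitted effect of over 45% in size; temperature-sensitive fusion mutants such as fzo1-1 at 37 °C on non-fermentable ethanol glycerol medium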
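S. cerevisiae fusion-defective temperature-sensitive mutants (e.g. fzo1-1, mgm1-5) grown 48 h at 37C in YPEG (ethanol/glycerol non-fermentable) medium with 23 nl compound per well; growth rescue read as CellTiterGlo luminescence.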
An asterisk follows results filed as active; ? = inconclusive; / = no result given; [ ] = dose if it differs, or a comment. Unless noted, calls come from the whole dose curve; as a rule, active = well fitted curve in the direction sought with a large enough effect; inconclusive = small, poorly fitted or top-dose-only effect, or another doubt; inactive = no such curve, though single readings can be large; an effect the other way counts as inactive or inconclusive. The list is partial; the hit share may differ from the screen's.

SMILES | MBNL1 CUG block | ASM inhibitor | PKM2 act | TSHR antagonist | Menin-MLL TR inh | Chronic BCR inh | GALK inhibitor | USP2a block | KCNH2 WT inh | Eya2 phos inh | Mito fusion act
COc1ccc(N2C(=O)c3ccccc3C(C)(C)C2=O)cc1 | 1% | -1%[11.5 µM] | 2% | 11 | 7% | 8% | -1% | -2% | 1 | -3% | 8%
Cc1cc(N2CCN(C)CC2)nc2ccc(NC(=S)NC3CC3)cc12 | -13% | 63%[activator] | -6% | 2 | -16% | 3% | 6% | -3% | -8 | 7% | 3%
COc1cc(CN2CCN(CCCc3ccccc3)CC2CCO)cc(OC)c1 (stereo not drawn) | -12% | 3% | -1% | -37 | -22% | 0% | -8% | 3% | 5 | -26% | 0%
Cc1ccc(CN2CCCN(C)CC2)c(C)c1 | -1% | 6% | -4% | -4 | -17% | 4% | 4% | 0% | 25 | 3% | -1%
CCOc1ccc(-c2nc(N)ncc2-c2ccccc2OC)c(O)c1 | / | 0% | 15% | 2 | / | ? | -3% | -7% | -5 | 7% | 0%
Cc1nc2c(C)[n+](CC(=O)c3ccccc3)ccc2n1C | 1% | 0% | -1% | -1 | / | 3% | 4% | 0% | 1 | -19% | 1%
Cc1cccc(N(Cc2ccccc2)C(=O)CSC(C)C(=O)Nc2cc(C)on2)c1 (stereo not drawn) | / | 1% | / | 6 | / | 9% | / | 0% | 0 | 10% | 14%
O=C(N/N=C/c1ccc[nH]1)c1ccccc1OCc1ccccc1Cl | 2% | -2% | -2% | 17 | -5% | -2% | -7% | -1% | -8 | 0% | 5%
COc1cc2c(cc1OC)CN(c1ccc(-c3ccccc3OC)nn1)CC2 | ? | 0% | 11% | -17 | -7% | ? | -2% | 2% | -1 | -11% | -3%
COc1ccc(CNCC(=O)Nc2ccccc2-n2cccc2)cc1 | -3% | -3% | -3% | 3 | 14% | -23% | 8% | -3% | 4 | -2% | 4%[9.22 µM]
Cc1ccc(OCC(=O)N(C)CC(=O)NCc2ccco2)c(Br)c1 | / | -1% | / | 1 | / | 3% | / | -1% | 3 | -8% | -2%
COc1ccc(CCNC(=O)c2ccc(CS(=O)(=O)c3ccc(C)cc3)o2)cc1OC | 3% | -4% | -9% | -9 | -2% | 0% | -1% | 3% | -7 | -12% | -1%
CC(=O)c1cccc(NC(=O)c2cnccn2)c1 | 3% | 1% | 0% | 16 | 15% | 6% | -3% | 1% | 0 | 5% | 2%
Cc1cc(=O)[nH]c(SCC(=O)N2CCCCCC2)n1 | -1% | 3% | 5% | 4 | 27% | 12% | 0% | 0% | -18 | 6% | -4%
CCCCn1c(N)c(N(CCOC)C(=O)c2ccc(-c3ccccc3)cc2)c(=O)[nH]c1=O | / | 8% | / | 2 | / | 13% | / | 4% | 9 | 13% | -10%
COc1ccc2nc(NC(=O)CSc3cn[nH]n3)sc2c1 | -8% | -1% | 3% | -4 | 8% | ? | 13% | -6% | 5 | -2% | -2%
Fc1ccc2nc(C(F)(F)F)cc(N3CCOCC3)c2c1 | 11% | 0% | / | -7 | -10% | 0% | 8% | 2% | 16 | -9% | -33%[inhibitor]
CS(=O)(=O)c1ccc2c(c1)SC1=NC(=O)/C(=C/c3ccco3)C(=N)N12 | ? | 0% | 2% | -7 | ? | -4% | 0% | -1% | 2 | 11% | 0%
Cc1onc(-c2ccccc2)c1C(=O)n1cc(Br)cn1 | 0% | 6% | -4% | -11 | -11% | 14% | -3% | 4% | -16 | -2% | -3%
CC(C)c1ccc(NC(=O)N(CCc2nc3ccccc3[nH]2)C2CCCC2)cc1 | -10% | -1% | 0% | 13 | 9% | -25% | / | -2% | 1 | -11% | -8%
CCc1nnc(NC(=O)CN2CCOCC2)s1 | -5% | 5% | 3% | 4 | 10% | -1% | 7% | -1% | 0 | 2% | 0%
CCC(Oc1ccccc1C)C(=O)N1CCCN(C)CC1 (stereo not drawn) | 4% | 2% | 11% | -8 | -13% | 3% | 7% | -1% | -15 | 5% | -2%
O=C(N/C(=C\c1ccccc1)C(=O)N1CCOCC1)c1cccc(Br)c1 | -10% | -2% | 0% | -42 | -1% | 0% | -8% | 3% | -4 | 2% | -1%
COc1ccccc1NC(=O)c1ccc(NC(=O)COC(=O)C2CCCCC2)cc1 | 0% | -1% | 6% | 4 | ? | -1% | 2% | 3% | -1 | -5% | 14%
COC(=O)[C@@H](NC(=O)Nc1cccc(OC)c1)C(C)C | -10% | 9% | -3% | 11 | 8% | -7% | 3% | -1% | -10 | -4% | 0%
O=C(NC1CCCCC1NC(=O)c1ccco1)c1ccco1 (stereo not drawn) | 1% | 0% | 5% | -8 | 0% | 1% | 0% | 1% | 1 | 2% | -1%
O=C(Cn1ccc(C(F)(F)F)n1)Nc1ccc(S(=O)(=O)NCc2ccco2)cc1 | -2% | 3% | -2% | 2 | 15% | -1% | 5% | -7% | -4 | 16% | -2%
COc1ccc(C(=O)Nc2cnc(NC(=O)c3cccs3)cc2C)cc1 | -2% | 6% | / | -35 | 1% | ? | 0% | 3% | 5 | -9% | 10%
O=C(N/N=C/c1cccc2ccccc12)c1cc2ccccc2o1 | 11% | 20% | 1% | -14 | ? | ? | 2% | -3% | -13 | 14% | -1%
O=S(=O)(c1ccc(Br)cc1)N1CCCN(Cc2ccccc2F)CC1 | -15% | 1% | -1% | -4 | 2% | -4% | / | -1% | 27 | 4% | 3%
CCOC(=O)C(c1ccccc1)N1CCN(c2ccc(OC)cc2)CC1 (stereo not drawn) | -1% | -1% | 7% | -11 | -1% | ? | -2% | -4% | -5 | -12% | -15%
Cc1nonc1-c1ccc2c(c1)OCO2 | -2% | 4% | 0% | 11 | 14% | ? | 4% | 4% | -3 | ? | 4%
O=C(NCc1ccc(C(=O)O)cc1)OCc1ccccc1 | -24% | 2% | 1% | 5 | 11% | ? | 1% | 12% | 4 | 10% | 0%
Cc1[nH]n(C(N)=S)c(=O)c1N=Nc1cc(C(F)(F)F)ccc1Cl | 1% | -1% | / | -18 | ? | ? | -3% | 0% | -1 | 6% | 5%
O=C(Nc1nccs1)C1(S(=O)(=O)c2ccc(Cl)cc2)CC1 | -12% | 7% | 8% | 1 | 3% | ? | 2% | 0% | -4 | -9% | 4%
Cc1cc(C(=O)N2CCN(c3ccc([N+](=O)[O-])cc3)CC2)co1 | ? | -12% | 3% | -9 | -18% | 0% | -3% | 1% | 41 | 2% | 0%
COc1ccc(C(=O)Nc2nc(-c3ccc(S(=O)(=O)N4CCOCC4)cc3)cs2)cc1 | 118%[activator] | -15% | -2% | -47 | -4% | ? | -2% | 3% | 0 | 1% | 4%

Given as comma-separated lines: entries from further up.
SMILES,MBNL1 CUG block,ASM inhibitor,PKM2 act,TSHR antagonist,Menin-MLL TR inh,Chronic BCR inh,GALK inhibitor,USP2a block,KCNH2 WT inh,Eya2 phos inh,Mito fusion act
Cc1cc(C(=O)N2CCN(c3ccc([N+](=O)[O-])cc3)CC2)co1,?,-12%,3%,-9,-18%,0%,-3%,1%,41,2%,0%
COc1ccc(C(=O)Nc2nc(-c3ccc(S(=O)(=O)N4CCOCC4)cc3)cs2)cc1,118%[activator],-15%,-2%,-47,-4%,?,-2%,3%,0,1%,4%
COc1ccc(C(=O)Nc2cnc(NC(=O)c3cccs3)cc2C)cc1,-2%,6%,/,-35,1%,?,0%,3%,5,-9%,10%
O=C(N/N=C/c1cccc2ccccc12)c1cc2ccccc2o1,11%,20%,1%,-14,?,?,2%,-3%,-13,14%,-1%
